JMJD2C inh = inhibitors of GASC-1 histone demethylase, primary screen, biochemical, fluorescence, DELFIA europium; GST-JMJD2C(1-420) H3K9me3 demethylation; inhibition, % at 2.35 µM; 330,000 tested, 0.069% active; AID 2099, 2009;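 active means more than half of a compound's replicate wells show inhibition beyond 50%, single wells judged on their own value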;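 further: signal counts dimethyl H3K9 product captured on neutravidin plate; 0% = median of DMSO wells and 100% = 0.3 times that DMSO median; strong numbers were not always called active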
Target sequence (Q9H3R0 1-420 limits assumed): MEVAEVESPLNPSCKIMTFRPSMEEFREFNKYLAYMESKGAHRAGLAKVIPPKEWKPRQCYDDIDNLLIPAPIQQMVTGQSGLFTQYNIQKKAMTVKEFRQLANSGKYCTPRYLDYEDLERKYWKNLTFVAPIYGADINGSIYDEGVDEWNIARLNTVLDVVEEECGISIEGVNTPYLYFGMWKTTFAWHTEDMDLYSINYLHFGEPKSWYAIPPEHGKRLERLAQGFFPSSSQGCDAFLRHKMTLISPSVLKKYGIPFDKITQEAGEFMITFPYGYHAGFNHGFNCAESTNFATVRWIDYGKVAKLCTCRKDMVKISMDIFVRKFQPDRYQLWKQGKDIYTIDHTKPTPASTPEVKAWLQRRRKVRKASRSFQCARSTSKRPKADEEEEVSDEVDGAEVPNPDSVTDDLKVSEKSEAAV
core dimer inh = inhibitors of HCV core protein dimerization, primary screen, biochemical, TR-FRET, high-throughput; TR-FRET GST/Flag-core106 dimerization, 1536-well; inhibition, % at 5 µM; 300,000 tested, 0.33% active; AID 1899, 2009;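 active means inhibition above the mean of all tested compounds plus 3 SD, set per screening campaign, cut at about 45% in these data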
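Material: Tagged HCV core106 pair (GST and Flag) | Amount: GST-core106 13.5 nM, Flag-core106 17 nM | Medium: KF-containing HEPES buffer, pH 7.45, DTT, CHAPS, BSA | Reagent: Eu donor and XL665 acceptor anti-tag antibodies | Schedule: 4 h at 22.5 °C | Technique: Time-resolved FRET, ex 340 nm, em 617 and 671 nm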
ZTA counter = counter-screen for EBNA-1 inhibitors: inhibitors of Epstein-Barr virus ZTA. P03206. 320,000 tested, 0.15% active. ZTA-DNA binding, fluorescence polarization. AID 2234. inhibition, % at 11 µM; in the data active means inhibition above about 33%
Yeast superoxide = reduction of superoxide in aged yeast, primary screen, HTS; S. cerevisiae aged cells, superoxide DHE fluorescence; hits give low values; 330,000 tested, 0.18% active; superoxide response (% of plate mean), % at 10 µM;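 active means superoxide response under a set limit, about three screen SD below normal, cut at about 65% in these data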;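 further: yeast aged for seven days with compound at 30 °C before DHE staining; 100% = average MFI of all compound-treated wells on the plate with controls excluded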
PP5 primary = PP5 phosphatase inhibitors, primary screen, biochemical, fluorescence | Serine/threonine-protein phosphatase 5 (Homo sapiens), P53041 | purified PP5c, OMFP substrate fluorescence | inhibition, % at 6.7 µM | 320,000 tested, 0.18% active | AID 1987, 2009;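 active means inhibition above the campaign's mean inhibition across all tested compounds plus 3 SD, cut at about 9.5% in these data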;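 further: 0% = DMSO only and 100% = 100 µM cantharidin control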
Target sequence (P53041 whole entry, looked up): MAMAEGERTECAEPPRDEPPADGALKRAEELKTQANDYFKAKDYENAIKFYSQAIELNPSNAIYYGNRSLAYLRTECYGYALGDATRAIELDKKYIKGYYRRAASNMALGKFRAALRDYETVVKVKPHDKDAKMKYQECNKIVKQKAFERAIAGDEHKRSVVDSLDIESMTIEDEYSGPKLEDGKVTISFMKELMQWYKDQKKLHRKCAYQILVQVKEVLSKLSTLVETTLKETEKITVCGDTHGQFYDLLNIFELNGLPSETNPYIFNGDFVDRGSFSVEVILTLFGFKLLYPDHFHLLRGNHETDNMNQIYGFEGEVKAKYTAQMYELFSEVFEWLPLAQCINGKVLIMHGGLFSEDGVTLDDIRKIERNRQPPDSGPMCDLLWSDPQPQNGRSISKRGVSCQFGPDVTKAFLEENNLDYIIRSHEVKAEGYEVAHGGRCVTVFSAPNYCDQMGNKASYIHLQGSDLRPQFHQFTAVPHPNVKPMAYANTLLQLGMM
EBNA-1 inhibitor = EBNA-1 DNA-binding inhibitors, primary screen, biochemical, fluorescence polarization; inhibition, % at 14.8 µM; AID 1950, 2009; 300,000 tested, 0.34% active; in the data active means inhibition above about 28%
CTSL1 counter = Fasciola hepatica cathepsin L1 inhibitors, primary screen, counter-screen for PFM18AAP inhibitor project, biochemical, QFRET, fluorogenic peptide substrate | 300,000 tested, 0.49% active | inhibition, % at 5.96 µM | recombinant F. hepatica cathepsin L1, Z-Leu-Arg-MCA fluorescence;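 active means inhibition above the mean of all tested compounds plus 3 SD, set per screening campaign, cut at about 17% in these data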;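 further: 0% = plate median of test compound wells and 100% = 1 µM Z-Phe-Ala-diazomethylketone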
PP1 inh = PP1-alpha phosphatase inhibitors, primary screen, counter-screen for PP5 inhibitor project, biochemical, fluorescence, OMFP substrate, single point. 320,000 tested, 0.9% active. inhibition, % at 6.7 µM. Serine/threonine-protein phosphatase PP1-alpha catalytic subunit (Homo sapiens), P62136. purified PP1alpha;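 active means inhibition above the mean inhibition of all tested compounds plus 3 SD, computed separately for each screening campaign, cut at about 15% in these data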
TPT1 inh = Candida albicans TPT1 enzyme inhibitors, primary screen, biochemical, fluorescence polarization; AID 1962, 2009; tRNA 2'-phosphotransferase TPT1 (Candida albicans SC5314); inhibition, % at 5 µM; 300,000 tested, 0.81% active; recombinant caTPT1, FP RNA substrate dephosphorylation;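 active means inhibition above the mean of all tested compounds plus 3 SD, set per screening campaign, cut at about 24% in these data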;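 further: plate controls were DMSO alone for no effect and ferristatin control at 100 nM for full effect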
* = called active by the depositor; x = no result given; & = joins results of further samples.

Below each compound: Yeast superoxide	CTSL1 counter	JMJD2C inh	core dimer inh	TPT1 inh	PP5 primary	EBNA-1 inhibitor	PP1 inh	ZTA counter
CCN(c1ccccc1)c1cc(C)nc2ncnn12
 : 96	-1	-6	-2	0	0.2	12	-6	23
C=C(C)C1CC=C(CN2CCC(O)CC2)CC1 (centres undefined)
 : 89	-4	-1	-4	-2	1.3	2	0	-30
CCOc1ccc(N(Cc2cc3cc(C)ccc3[nH]c2=O)C(=O)COC)cc1
 : 97	6	-1	0	0	2.8	-6	1	-7
CCn1c(SC)nc(O)c(C(c2ccc(OC)c(O)c2)c2c(O)nc(SC)n(CC)c2=O)c1=O
 : 105	-1	1	2	2	-0.2	6	-2	2
C1CCC(NC2=NCCC2)CC1
 : 99	-4	-42	4	0	3.4	-7	-3	-17
Cc1ccc(N(CC(=O)Nc2cc(C)ccc2C)S(C)(=O)=O)cc1
 : 95	-2	-9	0	2	5.3	5	0	-4
O=C(CN1CCOCC1)NN=C1CCCCCCCCCCC1
 : 92	-4	-5	-3	1	-1.6	4	0	-6
Cc1ccnc(SCCn2c(N3CC(C)CC(C)C3)nc3c2c(=O)n(C)c(=O)n3C)n1 (centres undefined)
 : 94	-1	-4	1	-1	0.8	6	-3	-6
CCOc1ccc2oc(-c3ccccc3)c(C(N)=O)c2c1
 : 93	3	2	-8	-4	0.8	2	1	-6
CCC(C)(C)n1nnnc1C(c1cc2cc(C)ccc2[nH]c1=O)N1CCCc2ccccc21 (centres undefined)
 : 120	4	-4	17	9	2.1	2	7	-6

Other results follow:
Below each compound: Yeast superoxide	CTSL1 counter	JMJD2C inh	core dimer inh	TPT1 inh	PP5 primary	EBNA-1 inhibitor	PP1 inh	ZTA counter
CCCCOc1ccc(C(=O)NCC(=O)NCC2CCCO2)cc1 (centres undefined)
 : 101	-1	4	-2	-1	3.5	3	-2	5
OCC1(CCc2ccccc2)CCN(Cc2cc(Cl)ccc2O)CC1
 : 82	-1	0	-3	2	1.9	-6	2	4
O=C(CN(Cc1ccco1)C(=O)c1ccc(N2CCCC2=O)cc1)Nc1ccccc1C(F)(F)F
 : 93	-4	141	3	0	-0.2	-11	-6	-3
CN(CC(=O)Nc1ccc(Cl)cc1)C(=O)CNC(=O)c1ccc(Br)o1
 : 109	0	3	1	-2	-0.6	15	-7	5
O=C(Nc1nc2ccc(Cl)cc2s1)C1CC1
 : 91	3	-7	1	-1	1.7	4	-1	-21
CCOc1c(Br)cc(C(=O)N2CCCN(C)CC2)cc1OC
 : 96	-14	-5	0	0	-2.2	20	2	7
Cc1cc(Br)c(S(=O)(=O)NCc2cccnc2)cc1C
 : 110	-2	-5	-12	-1	2.3	-12	1	-23
COc1ccc(NC2=CC(=O)CC(c3ccccc3)C2)c(OC)c1 (centres undefined)
 : 97	-4	17	-1	3	2.6	-6	-2	0
Cc1cc(C)n2nc(/C(C#N)=C/c3ccccn3)c(C#N)c2n1
 : 91	0	15	-11	2	4.9	-8	-1	-16
CSc1ncccc1C(=O)OCC(=O)NCc1ccc2c(c1)OCO2
 : 98	-3	0	-4	-3	2.8	6	-3	-7

Remaining list, next part:
Below each compound: Yeast superoxide	CTSL1 counter	JMJD2C inh	core dimer inh	TPT1 inh	PP5 primary	EBNA-1 inhibitor	PP1 inh	ZTA counter
COc1ccc(N(CC(=O)NC2CCCC2)C(=O)c2ccc(N3CCCCC3)nc2)cc1
 : 96	-2	8	0	-4	0.8	3	-2	-1
Cc1occc1C(=O)O/N=C(\N)c1ccc(Cl)cc1
 : 120	1	2	0	-5	-1.9	-11	-3	0
COc1ccc(-c2[nH]ncc2-c2csc(C)n2)c(O)c1
 : 89	0	-2	-16	-2	4.6	6	-1	-17
O=C(N/N=C/c1cn(-c2cccs2)nc1-c1ccccc1)c1ccccc1O
 : 108	0	9	20	-2	2.4	11	4	-9
CCc1ccc(CN(Cc2cccnc2)C(=O)/C=C/c2ccc(OC)cc2)cc1
 : 102	0	-4	12	39*	3.2	8	9	-2
Cc1[nH]c2ccccc2c1C(=O)COC(=O)c1nccnc1N
 : 121	x	8	x	x	-1.8	x	-7	1
CN(C)N1C(N)=C(C#N)C(c2ccccc2Cl)C2=C1CCCC2=O (centres undefined)
 : 106	8	-20	-8	-1	2.8	-10	-5	-20
O=C(CN(Cc1ccc(F)cc1)C(=O)Cn1nnc2ccccc21)NCC1CCCO1 (centres undefined)
 : 115	0	-6	6	1	0.1	11	0	-5
CCOC(=O)c1oc2ccc(S(=O)(=O)n3nc(-c4ccccc4)cc3N)cc2c1C
 : 109	5	-8	12	1	2.0	-2	3	13
O=C(O)C1CCc2sc3[nH]c(=S)n(-c4ccccc4)c(=O)c3c21 (centres undefined)
 : 97	2	-19	-3	0	0.2	3	3	-3

Compounds shown so far that contain a cyano group, in the order listed:
Below each compound: Yeast superoxide	CTSL1 counter	JMJD2C inh	core dimer inh	TPT1 inh	PP5 primary	EBNA-1 inhibitor	PP1 inh	ZTA counter
Cc1cc(C)n2nc(/C(C#N)=C/c3ccccn3)c(C#N)c2n1
 : 91	0	15	-11	2	4.9	-8	-1	-16
CN(C)N1C(N)=C(C#N)C(c2ccccc2Cl)C2=C1CCCC2=O (centres undefined)
 : 106	8	-20	-8	-1	2.8	-10	-5	-20

(next part)
Below each compound: Yeast superoxide	CTSL1 counter	JMJD2C inh	core dimer inh	TPT1 inh	PP5 primary	EBNA-1 inhibitor	PP1 inh	ZTA counter
Cc1cc(=O)n2nc(N3CCCC(C(=O)N4CCOCC4)C3)sc2n1 (centres undefined)
 : 101	2	6	0	-3	-0.6	-4	-3	8
COc1ccc(NC(=O)CNC(=O)c2nn(-c3ccc(OC)c(OC)c3)c(=O)c3ccccc23)c(OC)c1
 : 112	-1	9	1	2	4.0	-18	-1	4
O=C(Nc1nnc(SCC(=O)N2CCOCC2)s1)C1CC(=O)N(c2ccc(F)cc2)C1 (centres undefined)
 : 105	0	-1	53*	6	2.2	2	0	2
Cn1cnc(S(=O)(=O)NC2CCN(Cc3ccccc3)CC2)c1
 : 107	-6	-2	-8	-2	0.4	7	2	0
O=C(COc1ccc(F)cc1)N(c1ccccn1)C1CCCCC1
 : 103	1	3	3	-1	0.3	-5	-1	13
CCCCC(=O)Nc1nnc(S(=O)(=O)N(C)Cc2ccco2)s1
 : 96	-1	1	-2	-2	2.8	5	1	2
O=C(CNC(=O)c1ccco1)NCC(=O)OCc1cccc(C(=O)Oc2ccccc2)c1
 : 101	2	-20	-5	-1	2.2	-6	-2	8
Fc1cccc(Cl)c1CNCCCSc1ncccn1
 : 99	-4	1	2	1	2.3	-3	-8	-10
CC1(C)Cc2nc3sc4c(OCc5ccccc5)ncnc4c3cc2CO1
 : 92	2	0	0	-3	0.8	-4	2	-3
Cn1c(CCc2ccccc2)nnc1SCC(=O)N1CCCC1
 : 104	-3	2	0	-4	0.8	0	-3	-3

The list goes on:
Below each compound: Yeast superoxide	CTSL1 counter	JMJD2C inh	core dimer inh	TPT1 inh	PP5 primary	EBNA-1 inhibitor	PP1 inh	ZTA counter
CN(C(=O)COC(=O)C1CCN(S(=O)(=O)c2ccc3c(c2)OCCO3)CC1)c1ccccc1
 : 110	6	8	2	0	-3.6	8	-4	7
COc1ccc(C(O)P(=O)(OCC(C)C)c2ccc(N(C)C)cc2)c(OC)c1 (centres undefined)
 : 91	-1	4	-10	-6	1.8	1	2	-3
S=C(NCc1ccc(Cl)cc1)Nc1ccccc1Cl
 : 87	-4	2	-1	-1	0.8	4	3	-3
O=C(CSc1nc(=O)n(CCCN2CCOCC2)c2c1CCCC2)Nc1cccc(F)c1
 : 94	4	-1	2	-4	-0.6	1	-5	16
COc1ccc([C@H]2CC(=O)c3c(O)cc(O)cc3O2)cc1O
 : 105	-5	-4	-1	3	1.6	8	-4	-11
CC(C)c1ccc(Nc2nc(Cl)nc(NCc3ccco3)n2)cc1
 : 111	0	9	7	-4	1.9	5	2	12
Cc1cc(=O)cc(C)[nH]1
 : 103	0	28	-5	-4	-0.7	3	-5	5
COc1ccc(CN2CCN(C(=O)c3cccs3)CC2)cc1
 : 105	-4	-1	-1	-1	-1.1	-2	-3	-3
O=S(=O)(c1c(Cl)sc(Cl)c1Br)N1CCCC1
 : 100	-4	-1	-3	0	2.2	-1	-3	-6
Clc1cccc(C2CCN(Cc3nc(COc4ccccc4)no3)C2)c1 (centres undefined)
 : 95	5	67	1	0	-0.4	4	10	18

(listing goes on)
Below each compound: Yeast superoxide	CTSL1 counter	JMJD2C inh	core dimer inh	TPT1 inh	PP5 primary	EBNA-1 inhibitor	PP1 inh	ZTA counter
C[C@@H]1CC[C@]2(O[C@H](CCO)C[C@H](O)[C@H]2O)O1
 : 111	-1	1	3	0	-0.8	3	-5	2
c1ccc2c(c1)ncn2-c1ccc(-c2ccnc3ncnn23)cc1
 : 95	-1	-2	5	3	1.4	10	-9	0
O=C(Nc1cccc2c1CCCC2)C1CCCN(S(=O)(=O)c2cccc3nonc23)C1 (centres undefined)
 : 92	1	0	10	-5	-0.1	-1	-1	4
Oc1cccc(/C=N/n2c(C3CCCCC3)n[nH]c2=S)c1
 : 93	-13	11	-10	0	4.1	-1	5	-11
CCOc1ccc(Br)cc1C(=O)N/N=C/c1cccc(C)n1
 : 114	-3	-17	1	0	-2.5	-7	-3	8
COc1cc(/C=C2\SC(=Nc3ccc(N4CCOCC4)cc3)N(C)C2=O)ccc1OC(C)C(=O)O (centres undefined)
 : 96	2	7	-5	-2	3.9	-1	-1	5
COCCNC(=O)c1nn2c(C(F)(F)F)cc(-c3ccccc3)nc2c1Cl
 : 103	3	3	8	1	1.3	3	-1	-6
Nc1nnc(-c2ccc(Cl)cc2)s1
 : 85	0	11	-4	5	-1.1	1	1	-3
COC(=O)[C@H](Cc1c[nH]c2ccccc12)NC(=O)Cc1c[nH]c2ccccc12
 : 71	8	-3	-10	-1	-5.5	-6	-7	-25
CCOC(=O)c1c(N2C(=O)Nc3cc(Cl)c(Cl)cc3N2O)sc2c1CCCCC2
 : 102	7	3	21	2	2.7	8	19*	2
CCN(C(=O)CN1CCN(c2ccc(OC)cc2)CC1)c1c(N)n(Cc2ccccc2)c(=O)[nH]c1=O
 : 100	-2	-9&11	-1	-6	0.7	12	-4	8
NNC(=O)CN1C(c2ccccc2)=Nc2ccc(Br)cc2C1c1ccccc1 (centres undefined)
 : 104	2	2	0	4	0.1	0	4	-8
